Assay outcomes from PubChem.
STK33 kin inh: human STK33 kinase inhibition. ADP-Glo luminescence, MBP substrate. inhibition, % at 12.5 µM. hit rate 0.44% among 27,000. Q9BYT3; in the data active = inhibition above about 20%
Target sequence (Q9BYT3 whole entry, looked up): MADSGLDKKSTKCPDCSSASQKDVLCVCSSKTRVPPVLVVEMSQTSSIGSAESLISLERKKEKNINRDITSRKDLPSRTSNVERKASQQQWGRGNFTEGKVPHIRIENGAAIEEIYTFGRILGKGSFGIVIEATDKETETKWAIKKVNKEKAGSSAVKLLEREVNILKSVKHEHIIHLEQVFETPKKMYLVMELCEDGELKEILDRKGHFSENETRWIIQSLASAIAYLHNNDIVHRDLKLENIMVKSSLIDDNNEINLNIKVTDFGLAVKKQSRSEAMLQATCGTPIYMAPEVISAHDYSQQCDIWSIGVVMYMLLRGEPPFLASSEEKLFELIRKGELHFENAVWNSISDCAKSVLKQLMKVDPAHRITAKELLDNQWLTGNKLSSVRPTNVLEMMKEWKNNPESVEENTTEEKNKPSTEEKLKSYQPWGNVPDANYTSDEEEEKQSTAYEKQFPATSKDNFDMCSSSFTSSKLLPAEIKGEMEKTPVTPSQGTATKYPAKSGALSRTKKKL
mut p53 react: mutant p53 pathway reactivation; activation, % at 9.98 µM; hit rate 1.5% among 28,000; SW480 PUMA-promoter luciferase; in the data active = activation above about 52%
* = called active by the depositor; . = not tested or not shown; & = joins results of further samples.

Compound	mut p53 react	STK33 kin inh
COc1ccc(S(=O)(=O)Nc2cccc3c2O[C@@H](CN(C)Cc2ccncc2)[C@@H](C)CN([C@@H](C)CO)C3=O)cc1	9	.
O=C(O)C1CC=CCC1C(=O)Nc1ccc(S(=O)(=O)N2CCc3ccccc32)cc1 (centres undefined)	-9	2
CCCN(C)C[C@H]1Oc2cc(C#CC3CCCC3)ccc2S(=O)(=O)N([C@H](C)CO)C[C@@H]1C	-6	.
CC(CCCCC(=O)Nc1ccc(C(F)(F)F)cc1)NCCc1cnc[nH]1 (centres undefined)	8	.
CC(C)NC(=O)N(C)C[C@H]1Oc2ccc(NS(=O)(=O)c3cn(C)cn3)cc2CC(=O)N([C@@H](C)CO)C[C@@H]1C	8	4
C[C@@H]1CN([C@H](C)CO)C(=O)c2cc(N(C)C)ccc2O[C@@H]1CN(C)C(=O)NC1CCCCC1	-2	.
CS(=O)(=O)Nc1ccc2c(c1)[C@@H]1C[C@@H](CC(=O)NCC3CC3)O[C@@H](CO)[C@@H]1O2	15	.
COc1cc(OC)c(C(=O)NCc2ccccn2)cc1OC	-6	1
O=C(NCc1n[nH]c(=O)c2ccccc12)c1cc2ccccc2oc1=O	-4	6
C[C@@H]1CCCCO[C@@H](CN(C)C(=O)Nc2ccccc2)[C@@H](C)CN([C@@H](C)CO)C(=O)c2cc(NC(=O)CCC(F)(F)F)ccc2O1	4	.
C[C@@H]1CCCCO[C@H](CN(C)S(C)(=O)=O)[C@@H](C)CN([C@H](C)CO)C(=O)c2cc(NC(=O)CCC(F)(F)F)ccc2O1	.	0
CCOC(=O)c1ccc(NC(=O)CSc2nc3sc4c(c3c(=O)n2C)CCCC4)cc1	-2	-3
CCOc1ccc(NC(=O)C(C)n2nc(C)c([N+](=O)[O-])c2C)cc1 (centres undefined)	13	2
CCOC(=O)c1oc2c(C)c(O)ccc2c(=O)c1-c1nncn1-c1ccccc1	-18	-4
C[C@H]1CN([C@@H](C)CO)C(=O)Cc2cc(NC(=O)CCC(F)(F)F)ccc2O[C@@H]1CN(C)CC1CC1	.	-2
CCOC(=O)c1ccc(NC(=O)CC2NCCNC2=O)cc1 (centres undefined)	24	2
CCOC(=O)c1ccc(Nc2nnc(CSc3nc(C)cc(C)n3)s2)cc1	7	1
Cc1cc(Br)c2c(c1)C(O)(CC(=O)c1ccc(C)o1)C(=O)N2 (centres undefined)	10	-1
C[C@@H]1CN([C@@H](C)CO)C(=O)c2cc(C#CC(C)(C)O)cnc2O[C@@H]1CN(C)C(=O)CN(C)C	-3	.
O=c1[nH]c2ccccc2c(=O)n1CCNCc1ccccc1	.	0
C[C@H](CO)N1C[C@H](C)[C@H](CN(C)CC2CC2)Oc2c(NC(=O)c3ccncc3)cccc2C1=O	2	.
C[C@H](CO)N1C[C@H](C)[C@@H](CN(C)S(=O)(=O)c2ccccc2)OCCCC[C@H](C)Oc2ccc(NS(C)(=O)=O)cc2C1=O	11	.
Cc1ccc(C(=O)Nc2ccccc2C(=O)N2CCN(c3ccccc3)CC2)cc1S(=O)(=O)N1CCCCC1	-1	1
C[C@@H](O)C#Cc1ccc2c(c1)O[C@H](CN(C)Cc1ccncc1)[C@@H](C)CN([C@@H](C)CO)S2(=O)=O	-1	.
CN1C(=O)/C(=C/C=C2\SCCN2C)SC1=S	10	.

Quoted at random: 2 compounds from above.
Compound	mut p53 react	STK33 kin inh
C[C@@H]1CN([C@@H](C)CO)C(=O)c2cc(C#CC(C)(C)O)cnc2O[C@@H]1CN(C)C(=O)CN(C)C	-3	.
CCOc1ccc(NC(=O)C(C)n2nc(C)c([N+](=O)[O-])c2C)cc1 (centres undefined)	13	2

The list continues.
Compound	mut p53 react	STK33 kin inh
Cc1noc(C)c1S(=O)(=O)Nc1ccc2c(c1)CC(=O)N([C@H](C)CO)C[C@@H](C)[C@H](CN(C)Cc1ccc(Cl)c(Cl)c1)O2	.	3
COC(=O)C1=C(C)NC(C)=C(C(=O)OCCN(C)Cc2ccccc2)C1c1cccc([N+](=O)[O-])c1 (centres undefined)	.	2&1
C[C@H](CO)N1C[C@H](C)[C@@H](CN(C)CC2CCCC2)Oc2ncc(C#CCc3ccccc3)cc2C1=O	-12	.
CCc1cccc(C)c1NC(=O)CNS(=O)(=O)c1ccc(Cl)cc1	8	1
COC(=O)c1ccccc1NC(=O)CSc1nc(-c2ccccc2)cc(=O)[nH]1	3	0
C[C@@H]1CCCCO[C@@H](CN(C)C(=O)Cc2ccccc2)[C@@H](C)CN([C@@H](C)CO)C(=O)c2cc(NC(=O)NC3CCCCC3)ccc2O1	-18	.
CC(C)(C)c1n[nH]c(C(C)(C)C)c1Cc1c(F)cccc1Cl	-28	.
C[C@@H]1CN([C@H](C)CO)C(=O)c2cccc(NS(=O)(=O)c3cccs3)c2O[C@@H]1CN(C)Cc1ccc(-c2ccccc2)cc1	-3	.
Cn1c(=O)c2c(ncn2CC(O)CNc2ccc(Br)cc2)n(C)c1=O (centres undefined)	-5	0
Cc1ccc2c(c1)-c1c(ssc1=S)C(C)(C)N2C(=O)c1ccncc1	-28	.
O=C(Nc1ccc(I)cc1C(=O)NCC1CCCO1)c1cccnc1 (centres undefined)	-1	4
C[C@@H]1CN([C@H](C)CO)C(=O)Cc2cc(NC(=O)c3ccncc3)ccc2O[C@@H]1CN(C)S(=O)(=O)c1ccc(Cl)cc1	.	2
Cc1noc(C)c1S(=O)(=O)N(C)C[C@@H]1Oc2c(NC(=O)c3nc4ccccc4s3)cccc2C(=O)N([C@H](C)CO)C[C@@H]1C	3	.
O=c1cc(CSc2nnnn2-c2ccccc2)[nH]c(=S)[nH]1	12	0
C[C@@H]1CN([C@H](C)CO)C(=O)c2cccc(NC(=O)Nc3ccc(C(F)(F)F)cc3)c2O[C@H]1CN(C)CC1CC1	-13	.
COc1ccc(-c2nn(-c3ccccc3)cc2C2NC(=O)NC(C)=C2C(=O)OCc2ccccc2)cc1 (centres undefined)	-3	-5
C[C@@H]1CCCCO[C@H](CN(C)C(=O)Nc2cccc3ccccc23)[C@@H](C)CN([C@H](C)CO)C(=O)c2cc(NC(=O)Cc3ccccc3)ccc2O1	.	2
Cc1nc(SCC(=O)NCc2ccccc2)n[nH]1	1	6
C[C@@H]1CN([C@H](C)CO)C(=O)Cc2cc(NS(=O)(=O)c3ccc(F)cc3)ccc2O[C@H]1CN(C)Cc1ccccc1	.	-3
Cc1cc(OCC(=O)Nc2cc(-c3nc4ccccc4o3)ccc2C)ccc1Cl	-21	2
Cc1noc(C)c1S(=O)(=O)N(C)C[C@@H]1Oc2ccc(NC(=O)Nc3ccccc3)cc2CC(=O)N([C@H](C)CO)C[C@H]1C	-3	-2
C[C@H]1CN([C@@H](C)CO)C(=O)c2cc(NS(=O)(=O)c3cn(C)cn3)ccc2O[C@H]1CN(C)S(=O)(=O)c1cn(C)cn1	-3	-1
COC(=O)c1c(C)nc(C)c(C(=O)OC)c1-c1csc(S(=O)(=O)N2CCSCC2)c1	4	.
Cc1nnsc1C(=O)NCc1c(Cl)cccc1Sc1ccc(Cl)cc1	-8	.
COc1ccc(NC(=O)Nc2ccc3c(c2)C(=O)N([C@@H](C)CO)C[C@@H](C)[C@@H](CN(C)S(=O)(=O)c2ccc(F)cc2)O3)cc1	.	3

Entries of single compounds as entered above. Values in the order: mut p53 react, STK33 kin inh
Shown for `Cc1ccc2c(c1)-c1c(ssc1=S)C(C)(C)N2C(=O)c1ccncc1` → -28, .
Shown for `Cc1noc(C)c1S(=O)(=O)N(C)C[C@@H]1Oc2ccc(NC(=O)Nc3ccccc3)cc2CC(=O)N([C@H](C)CO)C[C@H]1C` → -3, -2
Shown for `Cn1c(=O)c2c(ncn2CC(O)CNc2ccc(Br)cc2)n(C)c1=O` (centres undefined) → -5, 0
Shown for `O=C(NCc1n[nH]c(=O)c2ccccc12)c1cc2ccccc2oc1=O` → -4, 6
Shown for `C[C@@H]1CN([C@H](C)CO)C(=O)Cc2cc(NS(=O)(=O)c3ccc(F)cc3)ccc2O[C@H]1CN(C)Cc1ccccc1` → ., -3

Following part:
Compound	mut p53 react	STK33 kin inh
C[C@@H]1CN([C@H](C)CO)C(=O)c2cc(NC(=O)CCC(F)(F)F)ccc2O[C@H]1CN(C)S(=O)(=O)c1cccs1	.	-1
O=c1[nH]c2ccccc2c2ccccc12	19	31*
Cc1cccc(NC(=O)CSc2nc(N)c(C#N)c(-c3ccc(F)cc3)c2C#N)c1	-18	1
C[C@H](O)C#Cc1ccc2c(c1)O[C@H](CN(C)C)[C@@H](C)CN([C@H](C)CO)S2(=O)=O	10	.
CCc1ccc(-n2c(C)nnc2SCC(=O)Nc2ccc(OC)cc2)cc1	8	-3
C[C@@H]1CCCCO[C@H](CN(C)C(=O)Nc2ccc(C(F)(F)F)cc2)[C@@H](C)CN([C@H](C)CO)C(=O)c2cc(N(C)C)ccc2O1	.	1
O=C(O)C1CC=CCC1C(=O)Nc1cccc(C(=O)N2CCCCC2)c1 (centres undefined)	-8	-1
O=C(O)c1oc2ccc(Br)cc2c1-n1cccc1	-18	.
COc1ccc(NC(=O)Nc2ccc3c(c2)C(=O)N([C@H](C)CO)C[C@H](C)[C@@H](CN(C)CC2CCCCC2)OCCCC[C@@H](C)O3)cc1	.	-1
COc1ccc(NC(=O)CC(C(=O)O)N2CCOCC2)cc1 (centres undefined)	0	4
C[C@H]1CN([C@@H](C)CO)C(=O)c2cccc(NC(=O)NC3CCCCC3)c2O[C@@H]1CN(C)C(=O)NC1CCCCC1	4	.
C[C@@H]1CN([C@@H](C)CO)C(=O)c2cc(NS(=O)(=O)c3ccc(Cl)cc3)ccc2O[C@H]1CN(C)Cc1ccc(C(=O)O)cc1	4	-2
Cc1noc(C)c1NC(=O)N(C)C[C@@H]1OCCCC[C@@H](C)Oc2ccc(NC(=O)c3ccncc3)cc2C(=O)N([C@@H](C)CO)C[C@H]1C	-2	.
Cc1ccc(N(CC(N)=O)S(=O)(=O)c2ccccc2)cc1	9	0
C[C@@H]1CN([C@@H](C)CO)C(=O)Cc2cc(NC(=O)C3CC3)ccc2O[C@@H]1CN(C)S(C)(=O)=O	.	-1
C[C@@H]1CCCCO[C@@H](CN(C)C(=O)Cc2ccccc2)[C@@H](C)CN([C@H](C)CO)C(=O)c2cc(N(C)C)ccc2O1	8	2
C[C@@H]1CN([C@H](C)CO)C(=O)c2cccc(NS(=O)(=O)c3ccc(Cl)cc3)c2O[C@H]1CN(C)C	6	.
COc1cccc(C#Cc2ccc3c(c2)O[C@H](CN(C)C(=O)CN2CCOCC2)[C@@H](C)CN([C@@H](C)CO)S3(=O)=O)c1	-18	.
O=C(Nc1sc2c(c1C(=O)NCC1CCCO1)CCCC2)c1ccc(Cl)cc1Cl (centres undefined)	4	-1
CCOc1ccc(NC(=O)Cn2nc([N+](=O)[O-])cc2C)cc1	12	3
C[C@H](NC(=O)C[C@@H]1C[C@H]2c3cc(NS(C)(=O)=O)ccc3O[C@H]2[C@H](CO)O1)c1ccccc1	1	.
Cc1cc(Cl)ccc1NC(=O)CCCN1C(=O)c2ccccc2C1=O	-7	0
C[C@@H]1CN([C@H](C)CO)C(=O)Cc2cc(NS(C)(=O)=O)ccc2O[C@H]1CN(C)S(=O)(=O)c1cccs1	8	1
C[C@@H]1CN([C@H](C)CO)C(=O)c2cc(NC(=O)NC3CCCCC3)ccc2O[C@@H]1CN(C)C(=O)Nc1ccccc1	-5	.
O=C(NCc1c(OC(=O)c2cccc([N+](=O)[O-])c2)ccc2ccccc12)c1ccccc1	-15	5

Additional results
Compound	mut p53 react	STK33 kin inh
COc1ccc([C@H]2C=C(C(=O)NCc3ccccc3)O[C@@H](OCc3ccc(CO)cc3)C2)cc1	.	-3
Cc1ccc(S(=O)(=O)Nc2ccc3c(c2)CC(=O)N([C@H](C)CO)C[C@@H](C)[C@H](CN(C)Cc2ccncc2)O3)cc1	9	1
CN(CC(=O)Nc1ccccc1C(N)=O)S(=O)(=O)c1cc(Cl)ccc1Cl	11	5
O=C(CSc1nnnn1-c1ccccc1)Nc1ccc(Cl)cc1O	-7	-3
O=C(NCCN1CCOCC1)[C@@]1(CCS(=O)(=O)c2ccccc2)COC(c2ccc(OCCCO)cc2)=N1	.	-2
Cc1cc(C)cc(NC(=O)COc2ccc(N3CC(C(N)=O)CC3=O)cc2)c1 (centres undefined)	8	2
Cc1ccc(NC(=O)Cn2nc(-c3ccc(C)c(S(=O)(=O)N(C)C)c3)c3ccccc3c2=O)cc1	6	-4
COc1ccccc1CC(=O)Nc1ccc(S(=O)(=O)N2CCOCC2)cc1	-5	-3
C[C@H]1CN([C@@H](C)CO)C(=O)Cc2cc(NC(=O)CCC(F)(F)F)ccc2O[C@H]1CN(C)Cc1ccc(Cl)c(Cl)c1	.	0
CC(Sc1nc(N)cc(N)n1)C(=O)Nc1cccc(Cl)c1 (centres undefined)	3	-2
O=C(CN(CCO)C(=O)c1ccc(Cl)cc1)Nc1ccc(F)cc1	.	-3
Cc1ccccc1CN(C)C[C@@H]1OCc2cnnn2CCCC(=O)N([C@H](C)CO)C[C@H]1C	.	-3
CC1=CC(=O)CC2C1(C)CCC(C)C2(C)CC/C(C)=C\C(=O)O (centres undefined)	-3	-1
C[C@H](CO)N1C[C@H](C)[C@H](CN(C)S(=O)(=O)c2ccccc2)OCCCC[C@H](C)Oc2ccc(NC(=O)c3ccccc3)cc2C1=O	-19	.
Cc1ccc(S(=O)(=O)N(C)C[C@@H]2OCCCC[C@@H](C)Oc3ccc(NS(=O)(=O)c4cn(C)cn4)cc3C(=O)N([C@H](C)CO)C[C@@H]2C)cc1	.	6
COC(=O)C1=C(C)Nc2ncnn2C1c1cccc(OC)c1OCc1ccccc1 (centres undefined)	-2	-3

Structural class: the entries above containing a furan ring, fused or not (2)
Compound	mut p53 react	STK33 kin inh
Cc1cc(Br)c2c(c1)C(O)(CC(=O)c1ccc(C)o1)C(=O)N2 (centres undefined)	10	-1
O=C(O)c1oc2ccc(Br)cc2c1-n1cccc1	-18	.

An excerpt; the hit share may differ from the screen's.
